From PubChem
DYRK1A inh – rat Dyrk1A kinase inhibitors, primary screen, biochemical, single point, plate reader | ADP-Glo luminescence, NFATc1 peptide | Dual specificity tyrosine-phosphorylation-regulated kinase 1A (Rattus norvegicus), Q63470 | 310,000 compounds, 0.43% hits | inhibition, % at 12.5 µM | AID 504441, 2011; in the data active = inhibition above about 50%;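 also: plate controls were vehicle with enzyme for no effect and no enzyme for full effect; many of its hits are not listed in these tables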
HDAC3 inhib – HDAC3 deacetylase inhibitors, primary screen, biochemical, fluorescence, cell-free homogeneous; recombinant HDAC3, fluorogenic peptide/trypsin coupled; inhibition, % at 8.3 µM; 320,000 compounds, 0.15% hits; in the data active = inhibition above about 26%, passing the limit was not always enough
KCNQ1 inh – inhibitors of human KCNQ1 channel, primary screen, cell-based, thallium flux, high-throughput; CHO-K1 KCNQ1, FluxOR thallium flux fluorescence; hits give high values; AID 2642, 2010; 310,000 compounds, 1.3% hits; B-score at 10 µM; Potassium voltage-gated channel subfamily KQT member 1 (Homo sapiens), P51787;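 active = compounds whose thallium flux B-score, printed positive for inhibition, exceeds three library SD while starting fluorescence stays within three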;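 also: channel opened by potassium depolarization with thallium stimulus after 20 min compound exposure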
Target sequence (P51787 whole entry, looked up): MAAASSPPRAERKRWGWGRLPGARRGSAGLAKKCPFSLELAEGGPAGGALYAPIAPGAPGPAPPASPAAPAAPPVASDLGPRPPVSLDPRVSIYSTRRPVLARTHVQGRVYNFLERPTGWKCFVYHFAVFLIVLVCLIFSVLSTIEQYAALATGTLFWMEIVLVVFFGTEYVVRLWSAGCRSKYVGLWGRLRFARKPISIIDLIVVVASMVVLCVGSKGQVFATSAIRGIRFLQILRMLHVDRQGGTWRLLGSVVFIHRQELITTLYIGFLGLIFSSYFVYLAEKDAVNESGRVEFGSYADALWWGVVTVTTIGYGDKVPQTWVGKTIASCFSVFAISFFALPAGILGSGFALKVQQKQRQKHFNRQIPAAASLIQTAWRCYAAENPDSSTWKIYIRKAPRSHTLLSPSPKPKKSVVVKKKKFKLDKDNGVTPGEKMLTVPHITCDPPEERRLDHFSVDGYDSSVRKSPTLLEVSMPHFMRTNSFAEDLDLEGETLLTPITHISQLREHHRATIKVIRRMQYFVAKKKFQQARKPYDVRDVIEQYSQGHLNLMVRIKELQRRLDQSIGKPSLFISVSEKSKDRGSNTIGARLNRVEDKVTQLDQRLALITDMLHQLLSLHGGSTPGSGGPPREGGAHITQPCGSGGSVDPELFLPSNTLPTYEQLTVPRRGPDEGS
KCNK3 inh – human KCNK3 channel inhibitors, primary screen, CHO cells, FluxOR thallium flux, B-score | Potassium channel subfamily K member 3 (Homo sapiens), O14649 | FluxOR fluorescence; hits give low values | B-score at 10 µM | 340,000 compounds, 0.84% hits;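 active = B-score under library mean minus 4 SD, starting fluorescence ratio at most library mean plus 5 SD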;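 also: more negative B-score means stronger inhibition of thallium flux through KCNK3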
hERG protect – hERG rescue from dofetilide block, primary screen, cell-based, CHO-hERG, FluxOR thallium flux, dofetilide IC70. Voltage-gated inwardly rectifying potassium channel KCNH2 (Homo sapiens), Q12809. dofetilide IC70 present. activation (rescue from dofetilide block), less the hit threshold, % at 10 µM. 310,000 compounds, 0.51% hits. AID 1511, 2009;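 active = activation above the mean of controls blocked by dofetilide plus 5 SD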;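 also: thallium influx through hERG after potassium depolarization seen as dye fluorescence rise; in these data hits start at about 4.7%; inactives centre near -7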
KCNQ1 pot – potentiators or activators of KCNQ1 channel, primary screen, cell-based, thallium flux, high-throughput; 310,000 compounds, 0.35% hits; CHO-K1 KCNQ1, thallium flux FluxOR fluorescence; hits give high values; AID 2648, 2010; B-score at 10 µM;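 active = fluorescence ratio B-score, a plate-corrected score, at least three library SD, with initial intensity B-score within 5 SD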
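Doses: Single concentration per compound, DMSO matched to controls | Test system: KCNQ1-transfected CHO-K1 cells | Timing: 90 min dye loading and 20 min compound exposure, both at room temperature | Measured by: Kinetic FluxOR thallium fluorescence, 10-s 1-Hz baseline, 110-s post-stimulus read | Medium: Assay buffer with matched DMSO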
PolyA inh – polyadenylation inhibitors in yeast reporter cells, primary screen, luminescence, S. cerevisiae. S. cerevisiae SKY197-pL101 polyadenylation reporter, beta-gal luminescence; efflux-impaired pdr1/pdr3 knockout yeast; score 100 = 6 SD above DMSO. calls only at 12 µM. 300,000 compounds, 0.02% hits;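 active = lowest replicate activity score at least 50, where 100 means six control SD above control mean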;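 also: yeast exposed to compound for 9 h at 30 °C; higher score means more reporter readthrough which indicates perturbed polyadenylation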
RGS4 pot – RGS4 potentiators or activators, primary screen, cell-based, HEK293 M3R inducible RGS4, calcium flux. carbachol calcium flux Fluo4; hits give low values. B-score at 10 µM. 310,000 compounds, 0.92% hits. AID 463111, 2010;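 active = B-score of the integrated calcium signal more than 4 SD below the library mean, with starting fluorescence not abnormally high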;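 also: negative B-score means reduced calcium response which marks RGS4 activation or potentiation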
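Material: Inducible-RGS4 HEK293 cells carrying M3 receptor; also added: carbachol at ECmax as muscarinic agonist stimulus; incubation: compound preincubation 20 min at room temperature before agonist; signal: Fluo4-AM (2 µM) calcium-flux fluorescence, kinetic read; measure: integrated calcium ratio converted to B score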
KCNK9 inh – KCNK9 potassium channel inhibitors, primary screen, HEK293 cells, thallium flux; Potassium channel subfamily K member 9 (Homo sapiens), Q9NPC2; FluxOR thallium flux fluorescence; hits give low values; B-score at 10 µM; 310,000 compounds, 1.2% hits;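 active = ratio B-score over 3 SD below the library mean, with starting fluorescence within 5 SD of its mean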;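 also: negative B-score means less thallium flux so channel inhibition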
GSK3 alpha inh – blockers of GSK3A enzyme activity – biochemical, luminescence, cell-free homogeneous, HTS, primary screen | Glycogen synthase kinase-3 alpha (Homo sapiens), P49840 | GSK-3 alpha kinase, ADP-Glo luminescence, 60 min | inhibition, % at 10 µM | 320,000 compounds, 0.1% hits;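 in the data active = inhibition above about 50%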;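 also: GST-tagged GSK-3 alpha with peptide substrate and 25 µM ATP; 0% = DMSO neutral wells and 100% = GW8510 positive control wells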
GSK3beta inhib – human GSK3beta kinase inhibitors, primary screen, biochemical, cell-free homogeneous, HTS | Glycogen synthase kinase-3 beta (Homo sapiens), P49841 | GST-GSK3beta kinase, ADP-Glo luminescence, 60 min; hits give low values | activity score (negative = inhibition), % at 10 µM | 300,000 compounds, 0.038% hits | AID 2097, 2009;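 active = more than half of replicate wells score below -50%, meaning over 50% inhibition versus plate controls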;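 also: 0% = median DMSO wells and -100% = median GW8510 positive control wells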
Target sequence (P49841 whole entry, looked up): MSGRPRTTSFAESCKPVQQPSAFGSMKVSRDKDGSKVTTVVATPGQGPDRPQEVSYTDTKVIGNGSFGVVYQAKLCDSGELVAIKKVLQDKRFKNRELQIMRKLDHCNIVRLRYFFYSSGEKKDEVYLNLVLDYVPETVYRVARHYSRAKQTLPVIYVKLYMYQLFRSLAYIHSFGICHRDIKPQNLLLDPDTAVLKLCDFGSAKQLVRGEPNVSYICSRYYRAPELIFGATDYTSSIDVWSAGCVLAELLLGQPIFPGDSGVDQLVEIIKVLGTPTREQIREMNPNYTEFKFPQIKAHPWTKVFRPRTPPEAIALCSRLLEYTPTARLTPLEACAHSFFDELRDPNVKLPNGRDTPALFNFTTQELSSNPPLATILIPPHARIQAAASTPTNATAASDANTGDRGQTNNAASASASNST
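Assay system: GST-fused GSK3beta enzyme, cell-free / Medium: Tris pH 7.5 buffer with MgCl2, DTT, BSA, heparin / Also added: peptide substrate plus 25 µM ATP (final) / Compound: 10 µM single point / Timing: kinase reaction with compound 60 min at room temperature / Detection: ADP-Glo luminescence / Benchmarks: DMSO neutral wells and GW8510 at 20 µM as positive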
* hit, by the source's call; i = inactive; . = no result given.

SMILES	DYRK1A inh	HDAC3 inhib	KCNQ1 inh	KCNK3 inh	hERG protect	KCNQ1 pot	PolyA inh	RGS4 pot	KCNK9 inh	GSK3 alpha inh	GSK3beta inhib
CN(Cc1ccccc1)C(=O)c1cccc(C(=O)N(C)Cc2ccccc2)c1	-4	0	i	i	-7	i	i	i	i	0	-2
Cc1sc2nc(CSCC(=O)Nc3ccc(OC(F)F)cc3)[nH]c(=O)c2c1C	0	-3	i	i	-14	i	i	i	i	-3	-1
O=C(CN1CCN(Cc2ccccc2Cl)C1=O)NCc1ccccn1	-7	8	i	i	-9	i	i	i	i	0	0
COc1ccc(OC)c(NC(=O)CN2C(=O)NC3(CCOc4ccccc43)C2=O)c1 (centres undefined)	.	-1	i	i	-5	i	i	i	i	-2	-2
Cc1cc(C)nc(SCc2nnc(SCC(=O)Nc3nc(-c4ccccc4)cs3)n2-c2ccccc2)n1	4	3	i	i	6.5*	i	i	i	i	-3	2
Cc1ccccc1C(=O)N/N=C/c1ccc(Sc2ccccn2)o1	-3	6	i	i	0	i	i	i	i	1	0
CCOC(=O)C1=C(c2ccccc2)NC(=O)NC1c1cc(OCC)c(O)c([N+](=O)[O-])c1 (centres undefined)	7	-1	i	i	-2	i	i	i	i	-1	-5
S=c1[nH]ccn1CCc1ccccc1	-8	-2	i	i	0	i	i	i	i	-1	2
Cn1cc([N+](=O)[O-])c(C(=O)n2cccn2)n1	18	-9	i	i	-5	i	i	i	i	2	3
COc1ccc(Nc2nc(N)nc(CN3CCN(c4ccc(F)cc4)CC3)n2)cc1	0	-1	i	i	-5	i	i	i	i	-6	2
O=C(O)c1cccc(CSc2n[nH]c(-c3ccc(Cl)cc3Cl)n2)c1	0	0	i	i	-7	i	i	i	i	-1	-1
Cc1ccc2c(c1)N(CC(=O)N1CCN(C3CCCCC3)CC1)C(=O)CO2	1	-5	i	i	-6	i	i	i	i	-2	0
COc1cc(CN2CCN(Cc3ccco3)CC2)cc(OC)c1	-2	-4	i	i	-4	i	i	i	i	-1	0
COC(=O)c1cccc(N(CC(=O)NC2CCCCC2)C(=O)CNC(=O)c2cccs2)c1	-1	11	i	i	-3	i	i	i	i	1	1
COCCn1c(SCC(=O)N2CCC(C)CC2)nc2ccccc2c1=O	3	-2	i	i	-9	i	i	i	i	-3	1
COc1cc(NC(=O)Cn2cnc(S(=O)(=O)N3CCc4ccccc43)c2)cc(OC)c1OC	0	-8	i	i	-7	i	i	i	i	-3	-1
Cc1ccc(NC(=S)Nc2cc(-c3ccccc3)[nH]n2)cc1Cl	-2	4	i	i	-6	i	.	i	i	-7	-1
CCCCCC(=O)Nc1cccc(C2=NOC3(C2)C[C@H](C(N)=O)N(C(=O)c2ccccc2C(=O)c2ccccc2)C3)c1 (some centres undefined)	.	21	i	i	-4	i	i	i	i	-1	1
CC1=C/C(=N\NC(=S)NCCc2ccccc2)CC(C)(C)C1	3	0	i	i	-11	i	i	i	i	-2	3
O=C(CC1C(=O)NCCN1Cc1cccc(Oc2ccccc2)c1)NCC1CCOCC1 (centres undefined)	1	4	i	i	1	i	i	i	i	-4	-1
CCCC(=O)NC(c1ccc(OC)c(OC)c1)c1cc(Cl)c2cccnc2c1O (centres undefined)	-5	-3	i	i	-11	i	i	i	i	-2	-1
CC(=O)N1CCc2c(sc(NC(=O)c3ccc4c(c3)OCCO4)c2C#N)C1	4	2	i	i	-4	i	i	i	i	-1	2
Cc1ccc(C(=O)ON=C2CCN(c3ccc([N+](=O)[O-])cc3)CC2)cc1	-6	17	i	i	-14	i	i	i	i	-1	-2
O=C(CSc1ccc(-c2cccs2)nn1)Nc1ccccc1F	-4	1	i	i	-10	i	i	i	i	-2	1
Cc1ccc(-c2noc(CN(C(=O)CCN3C(=O)c4ccccc4C3=O)C(C)C)n2)cc1	17	1	i	i	-1	i	i	i	i	-3	2
O=C(C[n+]1ccccc1)N1c2ccccc2Sc2ccccc21	-5	4	i	i	-13	i	i	-12*	i	-1	-1
CCc1ccc(C(C)NC(=O)c2ncn[nH]2)cc1 (centres undefined)	2	1	i	i	-12	i	i	i	i	-4	-1
CCN(CC)C(=O)Cn1cnc([N+](=O)[O-])n1	-4	0	i	i	-6	i	i	i	i	-2	4
O=C1NCCCC1C(=O)N/N=C/c1cccc(Cl)c1 (centres undefined)	2	-16	i	i	-12	i	i	i	i	3	3
Cc1nc(SCC(=O)N2CCN(C(=O)c3ccco3)CC2)c2c(C)c(C)sc2n1	.	7	i	i	-3	i	i	i	i	-1	2
O=C(CN1C(=O)/C(=C\c2ccc(F)cc2)Oc2ccccc21)N1CCN(c2ccccn2)CC1	2	-5	i	i	-1	i	i	i	i	3	-2
Cc1cc(C)cc(NC(=O)CSc2nncn2-c2ccccn2)c1	-3	-2	i	i	-7	i	i	i	i	-4	0
COc1ccc(-c2nnc(NC(=O)c3c(OC)cccc3OC)s2)cc1	.	-4	i	i	-9	i	i	i	i	1	-4
Cn1c(CN2CCCC2)nc2cc(NC(=O)COc3ccc([N+](=O)[O-])cc3)ccc21	3	9	i	i	-8	i	i	i	i	1	3
COc1ccc(CNC(=O)C2CCCN(S(=O)(=O)c3ccc(Br)s3)C2)cc1 (centres undefined)	4	1	i	i	-3	i	i	i	i	-2	-3
Cc1ccc(OCCOC(=O)CCc2nc3ccccc3c(=O)[nH]2)cc1	0	3	i	i	-8	i	i	i	i	-1	1
CCN(C(=O)CSc1nc2ccccc2o1)c1c(N)n(Cc2ccccc2)c(=O)[nH]c1=O	1	0	i	i	-10	i	i	i	i	-3	1
Cc1ccc(C(=O)NCC(=O)OCc2cccc(Br)c2)cc1	14	2	i	i	-19	i	i	i	i	-2	4
Cc1c(NC(=O)/C(C#N)=C/c2ccc(-c3cc(Cl)ccc3Cl)o2)c(=O)n(-c2ccccc2)n1C	6	1	i	i	-6	i	i	i	i	0	0
CCN(C(=O)CSc1nnc(NC2CCCCC2)s1)C1CCS(=O)(=O)C1 (centres undefined)	0	-5	i	i	-7	i	i	i	i	4	3
CCC(Sc1ccccc1C(=O)O)C(=O)O (centres undefined)	-4	3	i	i	-6	i	i	i	i	-1	1
Cc1cccc(NC(=O)c2ccc(S(=O)(=O)N3CCCCC3)cc2)n1	7	-1	i	i	-5	i	i	i	i	2	-2
O=C(NCc1ccc(F)cc1)c1cnccn1	11	-1	i	i	-11	i	i	i	i	0	3
N/C(=N\OC(=O)c1ccco1)c1cccc([N+](=O)[O-])c1	-2	-3	i	i	-7	i	i	i	i	-3	1
Cc1cc2c(cc1C)N(C(=O)CN1C(=O)c3ccccc3C1=O)C(C)(C)c1ssc(=S)c1-2	2	-11	i	i	-8	i	i	i	i	8	-9
Cn1c(=O)oc2cc(S(=O)(=O)NC3CCCCC3)ccc21	3	2	i	i	0	i	i	i	i	-3	-2
CN1N=C(C(=O)N2CCc3c([nH]c4ccccc34)C2c2c(F)cccc2Cl)CCC1=O (centres undefined)	.	5	i	i	-4	i	i	i	i	0	3
O=[N+]([O-])c1cccc(NC(=S)Nc2nc(-c3ccc(Cl)cc3Cl)cs2)c1	.	.	i	.	-14	i	i	i	i	-1	0
O=C(OCc1nc2ccc(Cl)cc2n1CCO)c1ccc2c(c1)OCO2	6	9	i	i	-15	i	i	i	i	.	-3
CC(C)c1[nH]c(=O)c(C#N)c2c1CSC(C)(C)C2	5	1	i	i	-6	i	i	i	i	0	.
New compounds follow.
SMILES	DYRK1A inh	HDAC3 inhib	KCNQ1 inh	KCNK3 inh	hERG protect	KCNQ1 pot	PolyA inh	RGS4 pot	KCNK9 inh	GSK3 alpha inh	GSK3beta inhib
Cc1ccc(S(=O)(=O)NCc2cccnc2)cc1	0	2	i	i	-2	i	i	i	i	1	0
COc1ccc(C(C(=O)NC2CCCCC2)N(C(=O)c2ccco2)c2ccc(-n3cnnn3)c(C)c2)cc1 (centres undefined)	-4	-1	i	i	-4	i	i	i	i	-1	3
CCOc1ccccc1NC(=O)Cn1nnc(C(=O)Nc2ccc(C)cc2)c1N	-4	-3	i	i	-4	i	i	i	i	0	4
CCCN1CCN(CCCNC(=O)Cn2nc(C)n3c(cc4cc(F)ccc43)c2=O)CC1	-4	-5	i	i	-8	i	i	i	i	-2	-2
CC1(C)Cc2c(cnn2-c2ccccc2)C(NC(=O)CCN2CCCC2=O)C1 (centres undefined)	-1	-2	i	i	-3	i	i	i	i	1	1
COc1ccc2c(c1OC)C(=O)N1C2SC(C)(C)[C@H]1C(=O)NCC(C)C (some centres undefined)	1	1	i	i	-6	i	i	i	i	0	0
CCCCC(NC(=O)Cc1c(C)c2cc3c(-c4ccccc4)coc3c(C)c2oc1=O)C(=O)O (centres undefined)	-3	1	i	i	-18	i	i	i	i	1	-4
Nc1nc(SCc2ccc(Cl)c(Cl)c2)n[nH]1	-6	3	i	i	0	i	i	i	i	-3	2
Cc1cc(NC(=O)Cn2nc(-c3ccccc3F)ccc2=O)ccc1-n1cnnn1	2	6	i	i	-9	i	i	i	i	-2	0
Cc1nc2cc(N3CCOCC3)c(NC(=O)C3CC3)cc2c(=O)n1Cc1ccccc1	-3	-1	i	i	1	i	i	i	i	-2	-5
CC(=O)Nc1ccc(-c2csc(NC(=O)CN3C(=O)NC4(CCCC4)C3=O)n2)cc1	-2	-4	i	i	-14	i	i	i	i	0	0
COc1cc(NC(=O)C2CCCN2C(=O)OCc2ccccc2)cc(OC)c1 (centres undefined)	4	1	i	i	-13	i	i	i	i	-2	0

Only part of the results is shown (hit frequency here may not be typical).
